Bioassay records deposited in PubChem by The Scripps Research Institute Molecular Screening Center.
M1 ag parental: counter-screen for M1 agonists: effect in parental CHO-K1 cells; activation, % at 3 µM; Fluo-8 calcium fluorescence; scaled to maximal ATP response, vehicle zero; 0.48% of 360,000 active; in the data active means activation above about 15%;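 further: untransfected CHO-K1 host cells lacking M1 receptor as counterscreen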
CHRM1 antagonist: human M1 muscarinic receptor antagonists, primary screen, CHO-K1 cells, Fluo-8 calcium fluorescence, 1536-well; Muscarinic acetylcholine receptor M1 (Homo sapiens), P11229; inhibition, % at 3 µM; 1.3% of 360,000 active; CHO-K1 hM1, ACh EC80 antagonist;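 active means percent inhibition above its own plate's cutoff, namely the mean of that plate's compound wells plus 3 SD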;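 further: peak over basal fluorescence ratio during 140 s after agonist addition; 0% = ACh EC80 plus DMSO and 100% = DMSO alone without agonist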
Target sequence (P11229 whole entry, looked up): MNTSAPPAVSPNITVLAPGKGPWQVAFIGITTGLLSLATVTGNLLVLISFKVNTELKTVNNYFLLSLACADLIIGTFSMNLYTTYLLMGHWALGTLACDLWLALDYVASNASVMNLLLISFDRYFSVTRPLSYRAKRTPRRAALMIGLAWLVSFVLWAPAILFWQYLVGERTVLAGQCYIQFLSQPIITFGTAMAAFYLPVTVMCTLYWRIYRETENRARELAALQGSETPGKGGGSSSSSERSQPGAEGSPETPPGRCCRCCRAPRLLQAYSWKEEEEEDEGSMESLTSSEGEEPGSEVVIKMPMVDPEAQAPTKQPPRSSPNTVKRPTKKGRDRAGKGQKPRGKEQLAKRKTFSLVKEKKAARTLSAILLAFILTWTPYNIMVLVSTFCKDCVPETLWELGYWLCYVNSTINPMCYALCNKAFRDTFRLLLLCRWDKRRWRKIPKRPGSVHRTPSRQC
CHO-K1 Ca antag: M1 antagonist counterscreen hit in parental CHO-K1 cells. ATP-induced calcium, Fluo-8 fluorescence. inhibition, % at 3 µM. 0.6% of 360,000 active. AID 602250;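 active means inhibition above a per-plate cutoff, the plate's mean sample inhibition plus 3 SD, cut at about 24% in these data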;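 further: 0% = DMSO plus EC80 ATP and 100% = DMSO alone without ATP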
TAAR1 ag: human TAAR1 agonists, primary screen, Fluo-8 calcium fluorescence, CHO RD-HGA16 cells; Trace amine-associated receptor 1 (Homo sapiens), Q96RJ0; 0.99% of 360,000 active; activation, % at 3 µM; vehicle wells 0%, saturating PEA agonist 100%;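 active means activation above the mean activation of all test compounds in the run plus 3 SD, cut at about 38% in these data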
Target sequence (Q96RJ0 whole entry, looked up): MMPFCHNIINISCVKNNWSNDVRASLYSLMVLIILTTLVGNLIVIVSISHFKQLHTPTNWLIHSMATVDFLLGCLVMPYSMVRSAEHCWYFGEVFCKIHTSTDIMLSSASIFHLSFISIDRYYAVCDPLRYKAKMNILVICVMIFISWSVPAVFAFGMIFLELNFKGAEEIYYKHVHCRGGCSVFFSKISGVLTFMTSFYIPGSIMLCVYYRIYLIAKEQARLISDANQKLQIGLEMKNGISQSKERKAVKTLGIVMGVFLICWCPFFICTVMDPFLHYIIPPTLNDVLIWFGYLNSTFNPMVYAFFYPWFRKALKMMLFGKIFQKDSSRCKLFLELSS
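Signal – calcium-sensitive Fluo-8 signal, excitation 470-495, emission 515-575 nm · System – RD-HGA16 (CHO) cells co-expressing Gα16 and hTAAR1 · Incubation – 17-24 h seeding, 75 min 37 °C dye, 30 min RT · Compound dosing – 3 µM single concentration · Repeats – no replicates (n 1)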
M1 ag: human M1 muscarinic receptor agonists, primary screen, Fluo-8 calcium fluorescence, CHO-K1 cells, HTS. Muscarinic acetylcholine receptor M1 (Homo sapiens), P11229. CHO-K1 hM1, agonist mode; 0% DMSO, 100% acetylcholine EC100. activation, % at 3 µM. 0.33% of 360,000 active. AID 588814, 2011;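 active means activation above the run's mean compound activation plus 3 SD, cut at about 16% in these data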;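 further: peak over basal fluorescence ratio within a 140 s kinetic read after compound addition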
TAAR1 antagonist: human TAAR1 antagonists, primary screen, Fluo-8 calcium fluorescence, CHO RD-HGA16 cells | 1.5% of 360,000 active | antagonist | AID 624466, 2012 | Trace amine-associated receptor 1 (Homo sapiens), Q96RJ0 | inhibition, % at 3 µM;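 active means inhibition above a per-plate cutoff, the mean inhibition of test compounds on that plate plus 3 SD, cut at about 49% in these data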;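 further: 0% = DMSO plus EC80 beta-PEA response and 100% = DMSO alone without agonist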
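Material: CHO RD-HGA16 cells bearing hTAAR1; compound dosing: one-point dosing, 3 µM nominal final; schedule: dye loading 75 min at 37 °C, then 30 min room temperature; measured by: calcium fluorescence with Fluo-8; control set: vehicle and agonist controls; replication: n of 1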
M1 PAM parental: nonselective calcium activators in parental CHO-K1 cells, primary screen, counter-screen for M1 PAM project, cell-based, Fluo-8 calcium fluorescence, full deck, 1536-well. activation, % at 3 µM. 0.02% of 360,000 active. ATP EC20; 0% at ATP EC20, 100% at ATP max. AID 602247, 2012;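 active means activation above the run cutoff, the mean activation of all test compounds plus 3 SD, cut at about 40% in these data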;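 further: peak over basal fluorescence ratio in a 140 s read after ATP addition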
CHRM1 PAM: human M1 muscarinic receptor positive allosteric modulators, primary screen, CHO-K1 cells, Fluo-8 calcium fluorescence, 1536-well. CHO-K1 hM1, ACh EC20; 0% = ACh EC20, 100% = maximal ACh. Muscarinic acetylcholine receptor M1 (Homo sapiens), P11229. activation, % at 3 µM. 0.088% of 360,000 active. AID 588819, 2011; in the data active means activation above about 19%, passing the limit was not always enough
CHO parental Ca: ATP-evoked calcium signal inhibitors, parental CHO, primary screen, counter-screen for OX1R antagonist project, cell-based, fluorescence, Fluo-8 calcium dye; parental CHO-K1, ATP-induced calcium, Fluo-8 fluorescence; inhibition, % at 5.6 µM; 0.63% of 330,000 active;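 active means inhibition above that plate's mean sample inhibition plus 3 SD, cut at about 26% in these data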;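 further: 0% = ATP-challenged DMSO wells and 100% = DMSO wells without ATP; some compounds past the cut are filed as inactive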
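Measured by: calcium-sensitive Fluo-8 fluorescence / Test system: CHO parental line / Controls: ATP-challenged DMSO wells low, unchallenged DMSO wells high / Measure: % inhibition / Compound: single nominal dose of 5.6 µM per compound / Replicates: single well per compound, no replicates / Reagent: ATP as calcium-mobilizing challenge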
An asterisk follows results filed as active; / = no result given. Rows were taken by chance; overall some 4.4% were active at least once.

nr	molecule	M1 ag parental	CHRM1 antagonist	CHO-K1 Ca antag	TAAR1 ag	M1 ag	TAAR1 antagonist	M1 PAM parental	CHRM1 PAM	CHO parental Ca
1	CCOc1ccc(NC(=O)CN2C(=O)NC(C)(c3ccc4c(c3)OCCCO4)C2=O)cc1OCC (stereo not drawn)	1.3	-7	-9	0	0	32	16	8	/
2	C#CC(C)OC(=O)C(C)NC(=O)c1ccccc1 (stereo not drawn)	0.8	7	-13	0	-5	18	17	4	-9
3	O=C(Cn1cnc2ccccc2c1=O)NCCC(=O)N1CCN(Cc2ccccc2)CC1	-0.1	6	-1	10	-4	3	8	3	-10
4	Cc1ccc(N2CCN(C(=O)N3CCCC3)CC2)cc1Cl	1.7	1	6	9	-2	6	6	2	-9
5	O=C(COc1ccccc1Cl)NNC(=O)c1cc(S(=O)(=O)N2CCOCC2)ccc1N1CCCC1	0.4	4	-6	0	-4	3	8	5	-5
6	COC(=O)c1ccc(NC(=O)C[n+]2ccccc2)cc1	0.9	13	-5	-1	-10	4	9	-13	1
7	CCn1ccnc1CN1CCc2c([nH]c3ccccc23)C1C1CCCCC1 (stereo not drawn)	1.6	-3	-3	0	-7	3	-12	2	-24
8	CSc1nsc(SCc2cnc(C)nc2N)n1	0.8	-4	-13	3	-14	-10	8	4	1
9	O=C(Cn1cc2c(n1)CCCC2)N1CCCC1	0.5	-3	9	0	-4	0	12	3	0
10	CN1CCC(OC2c3ccccc3CCc3ccccc32)CC1	2.8	99*	-11	6	-6	-38	12	-30	/
11	O=C(O)C1CCCCN1C(=O)c1ccc(S(=O)(=O)N2CCCC2)cc1 (stereo not drawn)	0.3	10	2	0	-1	-15	-16	-3	/
12	O=C(O)CC(CC(=O)Nc1ccc(F)c(Cl)c1)c1ccc(Cl)cc1Cl (stereo not drawn)	0.9	-6	-11	1	-2	-12	13	2	1
13	CCOC(=O)N1CCN(CC(=O)c2ccc3c(c2)CCN3C(C)=O)CC1	0.3	-9	-11	0	11	18	9	6	0
14	CC(/C=C/c1ccccc1)=N/NC(=O)c1nc2nc(C)cc(C)n2n1	0.6	3	-18	6	0	-9	21	2	-19
15	S=c1[nH]nc(-c2ccco2)n1/N=C/c1ccc(Cl)cc1Cl	0.4	-5	-7	4	-4	5	27	10	-1
16	CN(C)S(=O)(=O)c1ccc(Cl)c(NC(=O)COc2ccccc2[N+](=O)[O-])c1	0.4	8	13	9	-4	21	-9	-3	-18
17	CN1CCN(S(=O)(=O)c2ccc(NC(=O)C3CCCO3)cc2)CC1 (stereo not drawn)	0.5	1	-24	6	-6	8	4	2	5
18	Cc1ccc(S(=O)(=O)Nc2ccc(C(=O)Nc3ccncc3)cc2)cc1	1.2	10	-2	1	-4	-18	23	-3	-5
19	O=C(/C=C/Nc1ccc(F)c(Cl)c1)c1ccco1	0.1	-17	-5	6	-1	11	13	9	-13
20	Cc1csc2nc(CNS(=O)(=O)N(C)C)cn12	0.1	25	7	1	-9	-18	-5	-18	-5
21	CCC1CCC(NC2CCCCNC2=O)CC1 (stereo not drawn)	1.0	-1	-10	3	-8	0	17	7	-4
22	O=C1NCCCC1C(=O)Nc1cccc(C(F)(F)F)c1 (stereo not drawn)	0.5	4	5	1	-1	-2	3	8	3
23	Cc1cc(C(=O)NNC2CC(=O)N(c3ccc4ccccc4c3)C2=O)c(C)o1 (stereo not drawn)	0.3	-9	-10	0	-6	-14	19	8	2
24	O=C(CN(Cc1ccccc1)C(=O)CCC(=O)Nc1nccs1)NCc1ccc(F)cc1	1.9	-1	-18	2	-6	0	17	1	-19
25	O=C(NCCc1ccccc1)C1c2ccccc2C(=O)N1C1CC1 (stereo not drawn)	-0.3	-8	8	33	-4	-1	-5	12	-6
26	O=C(O)c1cccc(Sc2ccc(Br)cc2C(=O)O)c1	-0.5	-2	2	20	0	11	-1	14	-7
27	CCC(=O)N1c2ccc(S(=O)(=O)CCC(=O)Nc3nccs3)cc2CC1C (stereo not drawn)	-0.5	-25	-7	7	-3	11	9	4	4
28	O=C(Cn1c(NCCCO)nc2ccccc21)c1ccc(Br)cc1	0.6	-7	8	10	-2	-8	1	8	-11
29	COc1ccc(C2C(C#N)=C(N)N(N(C)C)C3=C2C(=O)CCC3)cc1 (stereo not drawn)	0.7	2	-28	1	-3	-6	3	3	-1
30	Cc1ccc(C(=O)NCCNS(=O)(=O)c2ccccc2[N+](=O)[O-])cc1	11	-2	11	0	-3	-1	11	5	-14

Three of the entries above in order of their number in TAAR1 antagonist, rising.
nr	SMILES	TAAR1 antagonist
20	Cc1csc2nc(CNS(=O)(=O)N(C)C)cn12	-18
8	CSc1nsc(SCc2cnc(C)nc2N)n1	-10
29	COc1ccc(C2C(C#N)=C(N)N(N(C)C)C3=C2C(=O)CCC3)cc1 (stereo not drawn)	-6

(continued)
nr	molecule	M1 ag parental	CHRM1 antagonist	CHO-K1 Ca antag	TAAR1 ag	M1 ag	TAAR1 antagonist	M1 PAM parental	CHRM1 PAM	CHO parental Ca
31	Cc1ccccc1NC(=O)CNc1ccccc1C(=O)NCc1ccco1	1.0	-10	-10	7	-3	14	20	8	-24
32	O=C(COc1ccc(Br)cc1)NCCNC(=O)c1ccncc1	0.8	-8	-15	2	-4	-12	15	6	0
33	Cc1nn(-c2ccccc2)c(N)c1C(c1ccc(C(C)C)cc1)c1c(C)nn(-c2ccccc2)c1N	0.1	-8	-14	-2	-2	8	21	12	-11
34	Cc1ccc(Nc2nc(N)c([N+](=O)[O-])c(NCc3ccco3)n2)cc1C	-0.5	-8	-4	-2	-3	5	-4	1	-32
35	CCOc1ccc(NC(=O)[C@H](Cc2ccccc2)NC(=O)C2CCNCC2)cc1	0.4	1	-1	1	0	-19	2	-1	-10
36	Cc1cc(N2CCCCC2C)nc(-c2ccccc2O)n1 (stereo not drawn)	-0.6	-7	-2	6	-3	-42	-10	9	-14
37	CCC(=O)n1nc(NCc2ccccc2OC)nc1NCc1ccccc1OC	-0.6	-2	-3	9	-6	10	8	-1	-23
38	O=C1/C(=C\c2cccnc2)SC(=S)N1c1ccc(F)cc1	0.6	-6	4	-1	-2	16	-16	14	-4
39	C/C(=N\NC(=O)COc1ccccc1[N+](=O)[O-])c1cccc(NC(=O)c2ccncc2)c1	3.4	4	-9	24	-1	86*	5	-5	-5
40	Cc1cccc(Cn2c(N3CCN(C)CC3)nc3c2c(=O)[nH]c(=O)n3C)c1	9.1	-4	-2	-1	-3	-7	18	7	2
41	CCOc1ccc(S(=O)(=O)N2CCN(C(=O)c3ccccc3Cc3ccccc3)CC2)cc1	0.2	6	0	0	-2	-14	-16	1	-12
42	O=C(CN1CCN(S(=O)(=O)c2cccc(Br)c2)CC1)N1CCCCC1	-0.2	-14	-10	5	-6	-15	-2	11	-19
43	Brc1cccc(-c2nc3cccnc3nc2-c2cccc(Br)c2)c1	0.0	-8	0	3	0	-21	-17	2	1
44	COc1ccc(C2(C)NC(=O)N(CC(=O)c3cc(C)n(C4CC4)c3C)C2=O)cc1 (stereo not drawn)	30*	0	4	137*	40*	83*	4	5	26
45	COc1c2c(c(C)c3c1C(=O)OC3)O[C@@]1(C)CC[C@@]3(O)C(C)(C)OC(=O)CC[C@]3(C)[C@H]1C2	0.1	20	14	0	-3	0	-15	-10	-12
46	O=C(CC1(O)C(=O)c2ccccc2C1=O)c1ccccc1	-0.1	8	-1	7	-7	-6	1	-2	-11
47	CC(Sc1ccc(S(=O)(=O)N2CCOCC2)cn1)c1ccccc1Cl (stereo not drawn)	1.6	13	-11	3	-1	15	6	-11	-15
48	O=C(CCCSc1ccccc1)Nc1nc(-c2ccco2)c(-c2ccco2)s1	0.8	-3	-12	0	-6	14	24	6	-2
49	Brc1ccccc1-n1nnc(-c2nccs2)n1	-0.2	-17	-9	14	-1	13	18	12	-12
50	CC(=O)N1N=C(c2ccccc2)CC1c1ccccc1[N+](=O)[O-] (stereo not drawn)	0.3	-2	-5	2	-5	7	-12	2	-10

An excerpt from above, limited to CHO parental Ca and M1 PAM parental:
nr | SMILES | CHO parental Ca | M1 PAM parental
43 | Brc1cccc(-c2nc3cccnc3nc2-c2cccc(Br)c2)c1 | 1 | -17
44 | COc1ccc(C2(C)NC(=O)N(CC(=O)c3cc(C)n(C4CC4)c3C)C2=O)cc1 (stereo not drawn) | 26 | 4
45 | COc1c2c(c(C)c3c1C(=O)OC3)O[C@@]1(C)CC[C@@]3(O)C(C)(C)OC(=O)CC[C@]3(C)[C@H]1C2 | -12 | -15
46 | O=C(CC1(O)C(=O)c2ccccc2C1=O)c1ccccc1 | -11 | 1
47 | CC(Sc1ccc(S(=O)(=O)N2CCOCC2)cn1)c1ccccc1Cl (stereo not drawn) | -15 | 6

Taken from above:
no. 40 in M1 PAM parental reads 18
no. 47 in M1 ag reads -1
no. 33 in CHRM1 PAM reads 12
no. 34 in CHO parental Ca reads -32
no. 38 in M1 ag reads -2
no. 41 in TAAR1 antagonist reads -14
no. 39 in M1 PAM parental reads 5

Reformatted: 2 of the compounds above.
31	Cc1ccccc1NC(=O)CNc1ccccc1C(=O)NCc1ccco1
  M1 ag parental: 1.0
  CHRM1 antagonist: -10
  CHO-K1 Ca antag: -10
  TAAR1 ag: 7
  M1 ag: -3
  TAAR1 antagonist: 14
  M1 PAM parental: 20
  CHRM1 PAM: 8
  CHO parental Ca: -24

32	O=C(COc1ccc(Br)cc1)NCCNC(=O)c1ccncc1
  M1 ag parental: 0.8
  CHRM1 antagonist: -8
  CHO-K1 Ca antag: -15
  TAAR1 ag: 2
  M1 ag: -4
  TAAR1 antagonist: -12
  M1 PAM parental: 15
  CHRM1 PAM: 6
  CHO parental Ca: 0
